# Compound activity from PubChem BioAssay.
# S1P3 antag = S1P3 receptor antagonists, primary screen, cell-based; Sphingosine 1-phosphate receptor 3 (Homo sapiens), Q99500; CHO S1P3 NFAT-BLA reporter, FRET fluorescence, antagonist mode; inhibition, % at 4.98 µM; 0.27% of 170,000 active;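 active means inhibition above the plate cutoff, the mean inhibition of test wells on that plate plus 3 SD, cut at about 28% in these data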;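 further: cells challenged with S1P at its EC80 of 0.8 µM; blue over green emission ratio from cleaved BLA substrate after 4 h stimulation; 0% = S1P-stimulated wells and 100% = unstimulated DMSO-only wells; some compounds past the cut are filed as inactive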
# Target sequence (Q99500 whole entry, looked up): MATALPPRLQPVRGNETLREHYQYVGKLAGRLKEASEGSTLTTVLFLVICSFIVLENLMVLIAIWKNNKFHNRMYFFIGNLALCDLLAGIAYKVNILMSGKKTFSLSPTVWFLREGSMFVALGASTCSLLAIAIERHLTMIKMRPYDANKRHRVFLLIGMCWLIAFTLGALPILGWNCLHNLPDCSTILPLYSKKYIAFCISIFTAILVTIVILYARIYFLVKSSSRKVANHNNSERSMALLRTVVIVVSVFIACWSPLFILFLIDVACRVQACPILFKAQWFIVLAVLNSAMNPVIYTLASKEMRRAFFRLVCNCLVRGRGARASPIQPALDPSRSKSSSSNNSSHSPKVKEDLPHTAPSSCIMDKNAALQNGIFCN
# An asterisk follows results filed as active. These rows are one share of the data. The share of hits here may be higher or lower than overall.
SMILES,S1P3 antag
c1ccc(Cc2cc[n+](Cc3ccccn3)cc2)cc1,-6
CC(=O)NC(CC(=O)Nc1nccs1)c1ccccc1 (stereo not drawn),-12
COCCn1c(SCC(=O)Nc2cc(C)on2)nc2c(c1=O)SC(C)C2 (stereo not drawn),9
O=S(=O)(NCCC1CC1(Cl)Cl)c1ccccc1 (stereo not drawn),-2
Cc1ccc(N2CC(=O)N(c3ccc(C)cc3)CC2=O)cc1,-9
O=S(=O)(Nc1ccccc1N1CCCCC1)c1cccs1,7
Cc1nn(Cc2ccc(C(=O)NN)o2)c(C)c1Cl,2
CCCN(CCC)CC(=O)N1CC(=O)Nc2ccccc21,-6
CCC(=O)Nc1nc2ccc([N+](=O)[O-])cc2s1,-11
CCCCn1c(SCC(=O)Nc2cc(C)on2)nnc1-c1cccs1,-3
COc1ccccc1C(=O)Nc1ccc(S(=O)(=O)N2CCCCC2c2cccnc2)cc1 (stereo not drawn),11
O=c1oc2c(-c3ccc([N+](=O)[O-])cc3)cc(O)cc2s1,-10
NC(=S)Nc1cccc(F)c1,8
O=C(NC1CCN(Cc2ccccc2)CC1)c1ccc(Oc2cc(Cl)cc(Cl)c2)o1,-4
CSCCNC(=O)Nc1c(-c2c(Cl)cccc2Cl)noc1C,-13
Cc1nn(C)c(=O)c(N)c1-c1cc(-c2ccc(Cl)c(Cl)c2)n[nH]1,-10
CCCn1c(=O)c(C(=O)Nc2nnc(C)s2)c(O)c2ccccc21,1
Cn1ncc2c(Sc3ccc(Cl)cc3)ncnc21,-6
N#Cc1ccc(Cl)cc1NC(=O)CSc1nc2nc(-c3cccs3)cc(C(F)(F)F)c2c(=O)[nH]1,1
COc1cc(O)ccc1C=O,4
CCOC(=O)/C(C#N)=C/Nc1ccsc1C(C)=O,-6
Cc1ccc(-c2nc(Nc3ccc(N4CCOCC4)cc3)c3ccccc3n2)cc1,9
Clc1ccc(-n2nnnc2-c2ccno2)cc1,-1
O=C(NCc1ccccc1Cl)NCc1ccccc1Cl,7
CSc1nnc(-c2cccc(NC(=O)c3ccccc3)c2)n1C,-7
c1ccc(-c2nnc(-c3ccccn3)c(-c3ccccn3)n2)nc1,3
Cc1ccc(Cl)cc1NC(=O)CCC(=O)O,-25
COc1ccc(C2CC(c3ccc(Br)cc3)=NN2C(=O)CN2CCCC2)cc1 (stereo not drawn),-1
O=C(Nc1ccccc1C(=O)N1CCCCCC1)c1ccccc1,0
Nn1c(SCc2ccc(Br)cc2)nnc1-c1cccnc1,3
CCOc1cc(N2CCOCC2)c(OCC)cc1NCC(=O)N1CCN(Cc2ccccc2)CC1,-6
Cc1ccc(N/C(N)=N/c2nc(CSc3nnc(N)s3)cc(=O)[nH]2)cc1,-3
CCOC(=O)c1ccc(N=NN(C)C)cc1,-6
O=C(c1ccco1)N1CCN(C(=O)c2cccn3c(=O)c4c5c(sc4nc23)CCCC5)CC1,-8
CC(=O)Nc1ccc(S(=O)(=O)Nc2nc3ccccc3nc2Nc2ccc(O)cc2)cc1,-2
COc1ccc(CN2C(=O)CSC2c2ccncc2)cc1 (stereo not drawn),2
C/C(=N\NC(=O)Cc1c(C)[nH][nH]c1=O)c1ccc(Cl)c(Cl)c1,-9
COCCN1C(=O)C(=O)/C(=C(/O)c2ccc(S(=O)(=O)N3CCOCC3)cc2)C1c1cccc(O)c1 (stereo not drawn),-11
S=C1SCN(Cc2cccnc2)CN1Cc1cccnc1,-1
COc1cccc(-n2c([S-])c(C(=O)Nc3ccc(S(=O)(=O)N4CCOCC4)cc3)[n+]3cc(C(N)=O)ccc23)c1,-7
Cc1ccccc1-c1noc(CCC(=O)NCc2ccco2)n1,-6
CC(C)(C)c1ccc(NC(=O)c2ccsc2)cc1,13
CCOc1ccc(N/C(N)=N/c2nc(CSc3nnc(C)s3)cc(=O)[nH]2)cc1,-10
Cc1onc(-c2c(Cl)cccc2Cl)c1COC(=O)c1ccc([N+](=O)[O-])cc1,-6
O=C(O)CN1C(=O)/C(=C/c2ccc(N3CCCCC3)o2)SC1=S,-4
COc1ccc(S(=O)(=O)n2ccc(-c3ccc4c(c3)CCC(C)(C)O4)n2)cc1,10
COc1cc(NC(=O)/C=C/c2ccccc2)c(C(=O)O)cc1OC,-30
N#C/C(C(N)=O)=C1/SC=C(c2ccccc2)N1c1ccccc1,-2

# Retrieved by structure from above:
SMILES,S1P3 antag
O=C(O)CN1C(=O)/C(=C/c2ccc(N3CCCCC3)o2)SC1=S,-4
C/C(=N\NC(=O)Cc1c(C)[nH][nH]c1=O)c1ccc(Cl)c(Cl)c1,-9
Cc1ccccc1-c1noc(CCC(=O)NCc2ccco2)n1,-6
S=C1SCN(Cc2cccnc2)CN1Cc1cccnc1,-1
COc1cc(NC(=O)/C=C/c2ccccc2)c(C(=O)O)cc1OC,-30
COc1ccc(S(=O)(=O)n2ccc(-c3ccc4c(c3)CCC(C)(C)O4)n2)cc1,10
N#C/C(C(N)=O)=C1/SC=C(c2ccccc2)N1c1ccccc1,-2
Cc1onc(-c2c(Cl)cccc2Cl)c1COC(=O)c1ccc([N+](=O)[O-])cc1,-6

# Additional results follow.
SMILES,S1P3 antag
N#Cc1c(Cl)nc2c(c1C#N)CCCC2,0
Cc1ccc(NC(=O)CN(C)Cc2cc(=O)n3ccsc3n2)cc1,1
CC(=O)c1ccc2c(c1)OCCOCCOCCO2,-11
COc1ccc(/C(C)=N/NC(=O)c2ccc(NS(=O)(=O)c3cccs3)cc2)cc1,8
COc1ccc(CNC(=O)COC(=O)c2ccccc2OCC(=O)Nc2ccc(SC(F)F)cc2)cc1,-3
NS(=O)(=O)c1ccc(NC(=O)COC(=O)c2cc3ccccc3cc2O)cc1,-4
CC1(C)OC(c2ccccc2)=C/C(=C\C=N\NC(=O)c2ccncc2)O1,10
CN(c1ccccc1)S(=O)(=O)c1ccc(Cl)c(C(=O)OCC(=O)NCc2ccco2)c1,-1
Cc1ccc(O)c(NC(=S)NC(=O)C(C)C)c1,1
O=C(O)c1cncc(Br)c1,-7
O=C(O)c1ccccc1N(Cc1ccccc1)C(=O)COc1ccccc1,4
CCOC(=O)c1cc(NC(=O)CC(C)(C)CC(=O)O)ccc1N1CCCCC1,1
COc1ccc2c(c1)CCCN2C(N)=Nc1ccc(Cl)cc1,8
COc1ccc(CNC(=S)N2CCN(Cc3ccccc3)CC2)cc1,2
O=C(NNC(=O)c1nn(-c2ccc(F)cc2)ccc1=O)c1ccccc1Cl,-1
CN1C(=O)[C@@H]2[C@@H]3C[C@@H]([C@H]4ON=C(c5ccccc5OCC#N)[C@@H]34)[C@@H]2C1=O,3
CCCC(CCC(=O)Nc1cccc([N+](=O)[O-])c1)C(=O)O (stereo not drawn),5
COc1cc(/C=N/n2c(-c3n[nH]c4c3CCC4)n[nH]c2=S)cc(OC)c1O,-13
Cc1nc2n[nH]c(N)c2c2c1CCCC2,-31
O=C(Cn1cnc2cc([N+](=O)[O-])ccc2c1=O)NC(=O)NCc1ccccc1,-4
ClC(/C=N/n1cnnc1)=C/c1ccccc1,7
NNC(=O)c1ccc(Cn2cc(Br)c(N)n2)cc1,12
O=C(O)c1ccc(N/N=C/c2cn(Cc3ccc(F)cc3)c3ccccc23)cc1,10
O=C(NC(=S)Nc1cccc(C(F)(F)F)c1)c1ccc2nonc2c1,-1

# The list goes on; the last 6 above are carried over.
SMILES,S1P3 antag
Cc1nc2n[nH]c(N)c2c2c1CCCC2,-31
O=C(Cn1cnc2cc([N+](=O)[O-])ccc2c1=O)NC(=O)NCc1ccccc1,-4
ClC(/C=N/n1cnnc1)=C/c1ccccc1,7
NNC(=O)c1ccc(Cn2cc(Br)c(N)n2)cc1,12
O=C(O)c1ccc(N/N=C/c2cn(Cc3ccc(F)cc3)c3ccccc23)cc1,10
O=C(NC(=S)Nc1cccc(C(F)(F)F)c1)c1ccc2nonc2c1,-1
O=C(CSc1ccc2ccccc2c1)N1CCN(c2ccc(O)cc2)CC1,1
Cc1cc(-n2cccn2)ccc1CN1CCN(CC(C)C)C(CCO)C1 (stereo not drawn),-8
CCN(CC)S(=O)(=O)c1cccc(-c2cn3cccnc3n2)c1,-5
N/C(=N\c1nc2ccccc2o1)NC(=O)c1ccccc1Br,-12
CCOC(=O)c1ccc(Nc2nnc(C)c3ccccc23)cc1,-10
CCN(CC)S(=O)(=O)c1ccc(N/N=C/c2cccnc2)nc1,4
CNC(=S)N1CCc2sccc2C1C (stereo not drawn),8
N#C/C(=C\c1c(Cl)cccc1Cl)c1nc2ccccc2[nH]1,9
Cc1ccc2c(c1)oc(=O)n2CC(=O)c1ccccc1,-14
CCOCCn1c(=O)c2c(nc3n2CCN3c2ccccc2)n(C)c1=O,-9
COC(=O)c1ccccc1NC(=O)COC(=O)C1CCCCC1,-1
Cc1nn(-c2ccccc2)c(C)c1C(=O)Oc1ccccc1,7
O=C(NC1CCC(O)CC1)c1ccc(-c2ccc([N+](=O)[O-])cc2)o1 (stereo not drawn),-25
COc1ccc(CCNC2=CC(=O)CC(C)(C)C2)cc1,-7
CN1C(=O)N(c2nnc(C(C)(C)C)s2)C(=O)C1c1ccccc1 (stereo not drawn),-6
CCN(CC)S(=O)(=O)c1ccc(-c2cc(C(=O)OC)sc2C(F)(F)F)cc1,-4
NC(=O)c1nnsc1-c1ccc(-c2snnc2C(N)=O)cc1,-1
COc1ccc(-c2nnn(CC(=O)N3CCN(c4ccc(F)cc4)CC3)n2)cc1,-7
O=C1NC(=O)/C(=C/c2cccc([N+](=O)[O-])c2)N1,-5
Cn1nc(C(C)(C)C)c([N+](=O)[O-])c1C(N)=O,-10
CCC(=O)N(Cc1cc(=O)[nH]c2ccccc12)c1ccc(C)cc1,-8
CC(=O)NNC(=S)Nc1cccc(F)c1,-5
CCOC(=O)CN(C(=O)COc1nc(-c2ccccc2)cc(C)c1C#N)c1ccc(F)cc1,-13
Cc1nc2ccccc2c(=O)n1Cc1ccco1,-6
CCn1cc(C(=O)N2CCN(c3cccc(C)c3C)CC2)c(=O)c2ccc(C)nc21,11
O=S(=O)(Cc1ccccc1)N=Nc1c(O)[nH]c2ccc(Br)cc12,8
CC(C)(C)N1CCC1C(N)=O (stereo not drawn),-1
O=C1c2ccccc2C(=O)N1/N=C/c1ccc(O)c(O)c1O,-14
CSc1scc2c1-c1nc(SCC(=O)C(C)(C)C)ncc1CC2,0
COC(=O)[C@H](CCSC)NC(=O)Nc1cccc(Br)c1,7
O=C(CC(NCCN1CCOCC1)C(=O)O)Nc1cccc(Cl)c1 (stereo not drawn),15
O=C(N/N=C/c1ccc2cccnc2c1)c1nc2ccccc2c(=O)[nH]1,-11
Cc1nc(/N=C(\N)NC(=O)NC2CCCCC2)nc2ccccc12,9
O=C(CCn1c2c(c3ccccc31)CCCC2)NNC(=O)c1ccccc1C(=O)O,6
COc1ccc(/C=N/NC(=O)CCN2CCCCC2c2cccnc2)cc1Cn1cc([N+](=O)[O-])cn1 (stereo not drawn),-9
CCn1c(O)c(C#N)c(C)cc1=O,-3
O=C(CC(c1ccccc1)c1cc(Cl)ccc1O)NCCN1CCOCC1 (stereo not drawn),-3
Cc1nnc(SCC(=O)NC(=O)Nc2ccc3c(c2)OCCO3)n1N,3
NC(=S)N/N=C/c1coc2cc(Br)ccc2c1=O,-3
CCCCCCCCCCCCC(NC(C)=O)(C(=O)OCC)C(=O)OCC,5
COc1ccc(C(=O)NCC(=O)OCC(=O)N(C)c2ccccc2)cc1,-9
O=[N+]([O-])c1ccccc1N/N=C/c1cccc(O)c1O,-4
Cc1ccc(-c2cc(C(=O)NN)n[nH]2)o1,-2
CCOC(=O)c1cc(-c2ccc(Cl)s2)[nH]n1,15
CSc1nsc(SC)c1C(=O)Nc1ccc(C(C)(C)C)cc1,12
CC(C)n1cnnc1SCC(=O)Nc1cccc(S(=O)(=O)N(C)c2ccccc2)c1,-5
COc1ccc2cnn(-c3ccc(OC(F)(F)F)cc3)c(=O)c2c1OC,-10
O=S(=O)(Nc1ncccn1)c1ccc(NC(=S)Nc2cccc(Cl)c2)cc1,4
C=CCOc1cccc(CNc2cccc(C(=O)O)c2)c1,-1
CC(C)(C)Nc1nc(Cl)nc(NCCN2CCOCC2)n1,0
Cc1nnc(SCc2nc3sc4c(c3c(=O)[nH]2)CCCC4)n(N)c1=O,-1
Cc1c(NC(=O)c2ccc(S(=O)(=O)N3CCOCC3)cc2)c(=O)n(-c2ccccc2)n1C,5
Oc1ccc(C=NC2CCCCC2)cc1,-1
CC(C)OCCCNC(=O)C(=O)N/N=C/c1ccc(OCc2ccccc2)cc1,9
CCOc1ccc(C2c3c(oc4ccccc4c3=O)C(=O)N2c2ccccn2)cc1OC (stereo not drawn),-20
Cc1cc(NC(=O)c2n[nH]c(=O)c3ccccc23)ccc1Br,4
O=[N+]([O-])c1c(N2CCN(CCO)CC2)nc2ccccn12,-8
CC(=O)C1=C(NC(=O)c2ccc(C(F)(F)F)cc2)C[C@@H]2[C@H]1C2(C)C,11
COc1ccccc1NC(=O)CSc1nnc(CCC(=O)Nc2ccccc2F)n1C,5
NS(=O)(=O)c1cccc(NC(=O)COC(=O)c2cc(Cl)ccc2[N+](=O)[O-])c1,-4
# Other entries follow:
SMILES,S1P3 antag
COCCCN(C(=S)NC(=O)C(C)(C)C)c1c(N)n(Cc2ccccc2)c(=O)[nH]c1=O,-3
Cc1cc(N/N=C/c2ccccc2[N+](=O)[O-])nc(-n2nc(C)cc2C)n1,1
Cc1nc(C(=O)NNC(=O)c2cccc(Cl)c2)c(C(F)(F)F)o1,-1
Clc1cccc(Nc2nc(-c3ccncc3)nc3ccccc23)c1,5
CC(C)CCC(C(=O)O)C(C)CC(=O)Nc1ccn(-c2ccccc2)n1 (stereo not drawn),10
S=C(NC1CCCCC1)N1CCOCCOCCN(C(=S)NC2CCCCC2)CCOCC1,11
Cn1nc(-c2ccc(Cl)cc2)cc1NC(=O)Nc1ccccc1,-4
COc1ccc(OC)c(Nc2nc(NCCC(C)C)nc(N)c2[N+](=O)[O-])c1,-11
Cc1cc(-c2nnc(CCC(=O)N(C)C(C)c3cccs3)o2)no1 (stereo not drawn),-16
O=C(N/N=C/c1ccc(Br)s1)c1ccco1,8
CCOc1ccc(-c2cnc3ccccc3n2)cc1,-17
COc1cc(OC)c(S(=O)(=O)NC(C)C)cc1C(=O)O,-25
